TbHK1 inh = T. brucei hexokinase 1 inhibition | inhibition, % at 10 µM | recombinant TbHK1, G6PDH-coupled NADH A340 | 0.11% of 220,000 active;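 active = inhibition of 50% or more in the single-dose primary screen; inactive = inhibition below 50%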
NCF1 inh = blocks human p47phox regulatory protein of NADPH oxidases. P14598. p47phox/p22phox peptide binding, fluorescence polarization, 2 h. inhibition, % at 24.7 µM. 0.53% of 220,000 active. AID 1274;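 active = inhibition above about 30%, limit read from the data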;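 note: 0% = p47phox with labelled peptide and 100% = labelled peptide alone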
Hck-Nef inh = human Hck-Nef kinase inhibition; Recombinant Hck-YEEI plus Nef, Z-Lyte FRET kinase assay; inhibition, % at 20 µM; 0.68% of 220,000 active;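 active = Hck-Nef kinase inhibition above about 50%, limit read from the data; inactive = inhibition below that limit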;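 note: 0% = DMSO with Hck plus Nef and 100% = Hck alone without Nef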
14-3-3 Bad PPI = disrupts binding of bovine 14-3-3 zeta to phospho-Bad peptide; P63103; TR-FRET 14-3-3zeta/Dy647-pBad peptide displacement, 1 h; inhibition, % at 21.7 µM; 0.71% of 220,000 active; AID 781;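 active = inhibition above about 70%, limit read from the data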;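 note: 0% = full 14-3-3 plus peptide FRET controls and 100% = background without 14-3-3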
Target sequence (P63103 whole entry, looked up): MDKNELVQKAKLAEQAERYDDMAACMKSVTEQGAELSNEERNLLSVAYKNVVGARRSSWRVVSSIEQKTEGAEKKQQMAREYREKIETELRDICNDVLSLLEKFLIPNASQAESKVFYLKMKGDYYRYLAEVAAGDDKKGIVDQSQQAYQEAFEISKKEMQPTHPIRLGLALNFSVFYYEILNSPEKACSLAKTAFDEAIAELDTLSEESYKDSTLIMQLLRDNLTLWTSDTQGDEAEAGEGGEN
Runt-SMMHC FRET = inhibitors of human RUNX1 Runt domain binding to CBFb-SMMHC; 0.74% of 220,000 active; inhibition, % at 20 µM; AID 1434; Cerulean-Runt/Venus-CBFb-SMMHC FRET ratio 530/480, 1 h; Q01196+Q13951;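 active = mean inhibition across duplicate retests at 20 µM reaching about 50%, limit read from the data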;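 note: 0% = DMSO wells and 100% = wells with excess untagged CBFb-SMMHC; inhibitors lower the FRET ratio by blocking Runt binding to CBFb-SMMHC; some results filed as inactive read as strong as hits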
MDM2 E3 inh = Mdm2 E3 ligase (human) inhibition; 0.11% of 210,000 active; signal enhancement, % at 5 µM; Q00987; cell-based MDM2 ubiquitination luciferase reporter, 2 h; 0 = plate control, 100 = twice control, blank-subtracted; AID 1230;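 active = signal enhancement of 30% or more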;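 note: luminescence tracks abundance of the self-degrading MDM2-luciferase fusion protein; higher signal means inhibition of MDM2 E3 ligase activity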
Target sequence (Q00987 whole entry, looked up, the tested form may be a part): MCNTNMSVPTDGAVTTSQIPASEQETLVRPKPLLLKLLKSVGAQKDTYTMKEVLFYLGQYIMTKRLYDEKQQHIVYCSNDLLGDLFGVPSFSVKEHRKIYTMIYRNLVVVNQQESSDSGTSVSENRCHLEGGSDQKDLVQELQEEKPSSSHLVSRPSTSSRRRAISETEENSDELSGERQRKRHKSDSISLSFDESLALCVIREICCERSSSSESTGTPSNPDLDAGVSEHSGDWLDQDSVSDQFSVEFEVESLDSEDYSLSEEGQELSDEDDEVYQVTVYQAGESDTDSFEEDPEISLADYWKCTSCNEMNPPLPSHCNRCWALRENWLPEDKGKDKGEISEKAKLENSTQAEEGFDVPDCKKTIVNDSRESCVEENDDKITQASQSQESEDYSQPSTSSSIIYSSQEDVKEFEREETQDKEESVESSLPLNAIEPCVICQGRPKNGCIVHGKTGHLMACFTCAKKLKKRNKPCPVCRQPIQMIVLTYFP
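test system = mammalian cells stably expressing self-ubiquitinating, self-degrading MDM2 E3–luciferase fusion | quantity = 2000 cells/well | incubation = cell settling 4 h, compound treatment 2 h, both 37 °C | signal = luminescence with SteadyLite reagent, 15 min at room temperature | evaluation = % enhancement relative to plate controls after blank subtraction | benchmarks = plate controls and plate blanks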
Runt-CBFb FRET = Runt domain-CBFb interaction inhibition; Cerulean-Runt/Venus-CBFb FRET ratio 530/480, 1 h; AID 1496; 0.46% of 220,000 active; inhibition, % at 20 µM;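 active = inhibition over about 50% at 20 µM in the single-dose screen, limit read from the data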;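 note: 0% = DMSO wells and 100% = excess unlabeled CBFb competitor control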
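test system = Cerulean-tagged RUNX1 Runt domain (FRET donor) fusion protein | reagent = Venus-CBFb binding partner, 100 nM | incubation = protein complex preformed 1 h, compound exposure 1 h, room temperature, dark | detection = FRET fluorescence | read-out basis = loss of energy transfer signal | controls = 5 µM unlabeled CBFb as full-inhibition high control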
EBV gp42 inh = blocks Epstein-Barr virus glycoprotein 42 binding | Q1HVG2 | Fluorescence polarization binding assay, mP read-out | inhibition, % (tested at 21.74 µM) | 0.42% of 220,000 active | AID 1085; in the data active = inhibition above about 50%
Target sequence (Q1HVG2 whole entry, looked up): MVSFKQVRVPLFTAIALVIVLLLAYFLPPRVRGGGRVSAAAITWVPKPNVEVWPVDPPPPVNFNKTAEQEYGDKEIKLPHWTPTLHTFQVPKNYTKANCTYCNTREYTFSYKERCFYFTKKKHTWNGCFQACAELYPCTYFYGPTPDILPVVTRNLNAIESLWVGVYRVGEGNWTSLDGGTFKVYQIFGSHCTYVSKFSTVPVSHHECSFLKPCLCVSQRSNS
zVAD death inh = L929 zVAD cell death inhibition. L929 zVAD necroptosis rescue, ATP luminescence, 24 h; with zVAD 60 µM. viability rescue, % at 10 µM. 0.38% of 220,000 active;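 active = activation, scaled between plate controls, above about 75%, limit read from the data; inactive = activation under that limit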;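 note: 0% = zVAD with DMSO and 100% = DMSO alone without zVAD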
Active calls of the source: *; / = not tested or not shown; + = active, no number; [ ] = dose if it differs, or a comment.

SMILES	TbHK1 inh	NCF1 inh	Hck-Nef inh	14-3-3 Bad PPI	Runt-SMMHC FRET	MDM2 E3 inh	Runt-CBFb FRET	EBV gp42 inh	zVAD death inh
CCN1CCN(c2nc3ccccc3nc2C(C#N)C(=O)OCc2ccccc2)CC1 (stereo not given)	-2	9	0	-23	47	-21	26	13	-0.2
O=C(N/N=C/c1ccco1)c1cccc([N+](=O)[O-])c1	-16	-13	6	0	-3	10	-7	-16	0.6
O=C(CCN1c2ccccc2Sc2ccccc21)Nc1ccccc1	2	-7	-2	-7	3	-19	1	-7	0.2
O=C(NC1CCSC1=O)c1ccc(Oc2cccc(C(F)(F)F)c2)nc1 (stereo not given)	1	-9	1	-9	3	-11	-3	-6	0.2
C=CCSc1nnc(-c2nnc(SCC=C)n2CC)n1CC	-4	-10	0	-3	-6	2	/	-18	0.1
CC(=O)c1ccc(NC(=O)CSCCO)cc1	-1	-8	2	-3[fluorescence artefact?]	3	-9	0	-22	0.1
CCCn1c(NCc2ccc3c(c2)OCO3)nc2ccccc21	6	-8	-4	9	0	-2	0	-11	0.0
CC(C)n1c(SCC(=O)Nc2nc3ccccc3s2)nc2c1c(=O)n(C)c(=O)n2C	5	3	16	-1[fluorescence artefact?]	/	/	/	5	2.3
COC(=O)C1CCN(C(=O)c2ccc(NC(C)=O)cc2)CC1	3	-11	0	-1	8	-11	0	-11	-0.1
O=C(Cc1ccccc1)N/N=C/c1cccn1-c1ccc([N+](=O)[O-])cc1	-8	6	2	2	-4	-8	3	-6	0.4
COc1ccc(C2CC(c3cc(OC)ccc3OC)n3nnnc3N2)cc1 (stereo not given)	42	3	2	2	4	2	0	-11	1.0
COc1ccc(OC)c(S(=O)(=O)N2CCC(C(=O)NCCC3=CCCCC3)CC2)c1	0	-9	-4	-12	2	-7	-2	-3	3.5
CCOC(=O)Cc1csc(NC(=O)/C=C/c2ccc(Br)o2)n1	-60	-7	-1	-4	-2	/	0	-2	-0.2
Cc1cc(S(=O)(=O)Nc2cc(C)c(O)c(C)c2)c(C)s1	-2	-14	0	2	-4	-6	6	-9	0.3
CC(=O)NCC1=C(NC(C)=O)C2CC1C(C)(C)C2C (stereo not given)	-3	-8	13	11	-2	0	0	0	-0.7
C=CCN(C(=O)CCC(=O)Nc1cc(C)on1)C(C(=O)NC1CCCC1)c1cccnc1 (stereo not given)	0	2	1	-7	2	-16	1	7	-0.2
COc1ccc(S(=O)(=O)N(CC(=O)NCC2CCCO2)c2ccc(F)cc2)cc1OC (stereo not given)	-4	-13	1	0	0	2	0	-12	-0.2
COc1c(Br)cc(Br)cc1/C=N/n1c(C)nnc1C	10	-11	6	-3[fluorescence artefact?]	1	-12	0	-17	0.1
Cc1ccc(-c2csc3ncn(CC#N)c(=O)c23)cc1	-2	-17	17	3	-9	-15	0	-1	-0.8
Cc1ccc(NC(=O)NCC(c2cccnc2)N2CCOCC2)cc1 (stereo not given)	19	-4	0	-2[fluorescence artefact?]	1	4	0	-13	2.6
COc1ccc(N(C(=O)Cn2nnc(-c3ccc(Cl)cc3)n2)C(C(=O)NCC2CCCO2)c2ccc(C)cc2)cc1 (stereo not given)	16	-11	9	-4[fluorescence artefact?]	-2	-33	-2	-16	0.2
O=C(CCCc1c[nH]c2ccccc12)NCc1ccc2c(c1)OCO2	2	-4	1	-6	1	-7	-1	-22	1.1
O=C(NCc1ccco1)c1cc2ccc(O)cc2oc1=O	-3	-35	+	/	58*	-42	18	11	0.2
COc1ccc(NS(=O)(=O)c2cc(NC(=O)CC(=O)c3ccc([N+](=O)[O-])cc3)ccc2C)cc1	-4	-1	6	1	-8	-19	0	-4	0.8
CN(c1ccc(OCC(=O)N2CCCCC2)cc1)S(=O)(=O)c1cccs1	0	-6	5	6[fluorescence artefact?]	1	-3	0	-5	2.0

Continuation:
SMILES	TbHK1 inh	NCF1 inh	Hck-Nef inh	14-3-3 Bad PPI	Runt-SMMHC FRET	MDM2 E3 inh	Runt-CBFb FRET	EBV gp42 inh	zVAD death inh
CCOC(=O)c1ccc(N2C(=O)CC(N(C)CCc3ccc(OC)c(OC)c3)C2=O)cc1 (stereo not given)	1	-10	-1	3[fluorescence artefact?]	1	-7	0	-7	0.5
Cc1ccc(SC(C)C(=O)NCCC2=CCCCC2)cc1 (stereo not given)	-5	0	1	2[fluorescence artefact?]	-4	-10	-1	-6	1.6
COc1c(O)cc2c(c1O)C(=O)CC(c1ccccc1)O2 (stereo not given)	-34	-4	27	0	-4	-4	0	-16	0.0
CC(=O)c1cccc(NC(=O)C2CCCN(S(C)(=O)=O)C2)c1 (stereo not given)	0	-4	0	0	2	-12	1	-10	0.0
C/C(=N\Nc1nccnc1Cl)c1ccc(F)cc1	-15	-10	19	-5	-6	3	3	-29	1.1
N#Cc1ccc(C23CC4CC(CC(C4)C2)C3)[nH]c1=O	-17	-2	2	2	-2	-12	-3	-14	0.4
COc1cc(NC(=O)COC(=O)CSc2ccc3ccccc3c2)c(C)cc1[N+](=O)[O-]	-9	-19	3	-28	4	-18	0	-14	0.1
CCc1c(C)sc(NC(=O)OC)c1C(=O)N1CCOCC1	2	-6	-4	-10	1	-18	0	-8	0.3
O=C(CNC(=O)c1cccc(Br)c1)N/N=C/c1cc(Br)cc(Br)c1O	13	13	13	-1	64	-6	13	-2	-1.7
Cc1ccc(NC(=O)COC(=O)/C=C/c2ccccc2)cc1S(=O)(=O)N1CCOCC1	-5	-15	-1	-6	0	-13	-2	-9	1.5
Cc1c(/C=N\NC(=O)c2csc3ccccc23)cnn1C	-9	13	0	9	-2	-7	0	-14	0.8
COc1ccc(/C=C2\SC(=NCc3ccccc3)NC2=O)cc1	-1	-9	5	6	-3	-5	-1	-13	1.5
COc1ccccc1N1CCN(C(=O)c2sc3nc(-c4ccc(F)cc4)cn3c2C)CC1	-3	-33	-2	1	0	-6	-2	-9	1.4
Cc1cc(OCC(=O)NC(C)(C)C)ccc1Cl	-12	-4	-2	-1	4	-2	-1	-4	0.1
Cc1ccc(Nc2nc3ccccc3o2)cc1F	-3	-4	2	3	1	-17	2	6	0.1
C=CCN1C(=O)CN=C1NCc1ccccc1	3	-4	1	9	2	-15	-1	-21	0.6
O=C(c1cc2cc(Br)ccc2o1)N1CCCC1	11	0	-17	2	-1	-87	0	2	0.5
CCCn1c(NC(=O)c2ccccc2)nc2ccccc21	-14	-12	0	11	0	-4	0	0	-0.1
Cc1ccc2[nH]cc(CCNC(=O)Nc3ccccc3)c2c1	-2	-9	0	-6	4	-14	2	0	0.9
CCN(c1ccc(C)c(C)c1)S(=O)(=O)c1ccc2c(c1)CCN2C(=O)CCC(=O)O	-11	-6	-2	-8	0	-5	-4	-11	-0.2
C/C(=N\NC(=O)COc1cccc(Cl)c1)c1ccc2c(c1)OCCO2	2	-7	4	0	1	8	1	-3	/
O=C(Nn1c(SCc2ccc([N+](=O)[O-])cc2)nc2ccccc2c1=O)c1ccc(F)cc1	-6	-11	8	7[fluorescence artefact?]	-7	-7	-1	-8	0.8
Cn1cc(SCC(=O)Nc2nc3ccccc3s2)c2ccccc21	4	-13	8	-9[fluorescence artefact?]	1	-6	4	10	0.7
NS(=O)(=O)c1ccc(NC(=S)N2CCN(c3ccccc3)CC2)cc1	1	-4	0	-8	1	-14	2	5	0.1
O=C(CC1Sc2ccccc2NC1=O)NNC(=O)Nc1ccc(Cl)cc1 (stereo not given)	-3	-6	13	5	-6	-7	-1	2	1.8

Records listed so far that bear a hit mark in Runt-SMMHC FRET:
molecule | TbHK1 inh | NCF1 inh | Hck-Nef inh | 14-3-3 Bad PPI | Runt-SMMHC FRET | MDM2 E3 inh | Runt-CBFb FRET | EBV gp42 inh
O=C(NCc1ccco1)c1cc2ccc(O)cc2oc1=O | -3 | -35 | + | / | 58* | -42 | 18 | 11

Continued.
SMILES	TbHK1 inh	NCF1 inh	Hck-Nef inh	14-3-3 Bad PPI	Runt-SMMHC FRET	MDM2 E3 inh	Runt-CBFb FRET	EBV gp42 inh	zVAD death inh
COC(=O)CC1=C(C(=O)OC)C(c2cccc(OCC(N)=O)c2)C(C#N)=C(N)O1 (stereo not given)	-9	-11	0	8	-1	-7	0	30	0.0
O=C(CSc1nnc2ccccn12)c1ccc2c(c1)OCCO2	45	4	-2	2	3	-16	3	-9	-0.6
O=C(Oc1ccc(NC(=O)c2cc3c(cc2Br)OCO3)cc1)c1ccccc1	-5	-9	5	5	-7	-8	-1	-7	-0.1
Cc1ccc(C2=CSC3=NNC4(CCCCC4)NN23)cc1	-2	-6	0	-4	1	-21	6	-17	-0.6
Cc1ccc(NC(=O)N2CCC(c3nc4c(nnn4Cc4cccc(Cl)c4)c(=O)[nH]3)CC2)cc1	-7	14	-20	11	-4	9	-3	-5	-1.0
CC(C)C(NS(=O)(=O)c1cccc2nsnc12)C(=O)N1CCn2c1nc1ccccc12 (stereo not given)	-16	-9	2	-1	-2	-1	1	-8	-0.3
COC(C[C@@H]1O[C@@H]1C(=O)COCc1ccccc1)OC	-6	-1	11	-9	1	8	-2	-4	0.3
O=C(NCc1ccco1)c1cc2sccc2n1Cc1ccc(F)cc1	-1	-32	0	-3	5	-9	14	3	0.5
CC1CCC(=NNC(=O)Cc2ccccc2)CC1 (stereo not given)	2	-1	1	0	-4	-11	/	-12	0.1
Cc1ccn(-c2n[nH]c(C)c2[N+](=O)[O-])n1	-2	5	-23	5	0	-15	-1	1	0.2
COc1ccc(C(CNC(=O)c2oc3ccc(Br)cc3c2C)N2CCCCC2)cc1 (stereo not given)	1	-24	25	-10	2	2	0	-30	3.5
COc1cc(/C=C(/C#N)c2nc3ccccc3[nH]2)ccc1OCc1ccc(C(=O)O)o1	-30	-45	56*	16[fluorescence artefact?]	63*	-16	50	6	0.9
O=C(NCc1cn2ccccc2n1)c1ccco1	-7	-7	1	-5	-8	-14	4	-6	0.5
COc1ccccc1/C=C/C=N/N1CCN(Cc2ccccc2)CC1	-23	-10	-14	1	3	3	0	-7	0.5
CCN1C(=O)C(CC(=O)Nc2c(C)cccc2C)Nc2cc(S(=O)(=O)N(C)C)ccc21 (stereo not given)	-3	-7	14	-19	3	-23	2	2	0.1
COC(=O)c1cccc(NC(=O)c2ccc(S(=O)(=O)N3CCN(C)CC3)cc2)c1	3	5	2	14	0	-19	-3	6	0.3
CCOC(=O)C1(CCCc2ccccc2)CCN(C(=O)CN2C(=O)CSC2=O)CC1	-7	-6	3	-9	0	-11	-7	-4	-0.8

Complete entries, quoted from the list. Screens in order: TbHK1 inh	NCF1 inh	Hck-Nef inh	14-3-3 Bad PPI	Runt-SMMHC FRET	MDM2 E3 inh	Runt-CBFb FRET	EBV gp42 inh	zVAD death inh
COc1ccccc1/C=C/C=N/N1CCN(Cc2ccccc2)CC1 in the list: -23	-10	-14	1	3	3	0	-7	0.5
O=C(NCc1ccco1)c1cc2sccc2n1Cc1ccc(F)cc1 in the list: -1	-32	0	-3	5	-9	14	3	0.5
CCN1C(=O)C(CC(=O)Nc2c(C)cccc2C)Nc2cc(S(=O)(=O)N(C)C)ccc21 (stereo not given) in the list: -3	-7	14	-19	3	-23	2	2	0.1
O=C(Oc1ccc(NC(=O)c2cc3c(cc2Br)OCO3)cc1)c1ccccc1 in the list: -5	-9	5	5	-7	-8	-1	-7	-0.1
Cc1ccn(-c2n[nH]c(C)c2[N+](=O)[O-])n1 in the list: -2	5	-23	5	0	-15	-1	1	0.2
